Screens deposited in PubChem by several laboratories.
SMARCA2 act: SMARCA2 function activation, primary screen; MG213 cells, MMTV-luciferase reporter, dexamethasone, overnight; activation, % at 9.1 µM; hit rate 1% among 370,000; in the data active = activation above about 7.8%;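 note: 0% = vehicle wells and 100% = reference activator wells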
hgDAF12 agonist: hgDAF-12 agonism, primary luciferase screen; HEK293 GAL4-hgDAF12 UAS-luciferase reporter, agonist luminescence; normalized to butyrate control; activation, % at 6.8 µM; hit rate 1.8% among 370,000;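 active = activation above a cutoff set at the mean of all screened compounds plus 3 SD, cut at about 10% in these data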;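 note: 0% = DMSO wells and 100% = sodium butyrate wells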
FXN GAA850 act: increases GAA850 frataxin promoter reporter activity | HEK293 lucGAA850 FXN promoter luciferase reporter, 24 h; percent of 10 µM SAHA response | hit rate 0.56% among 360,000 | activation, % at 6 µM | AID 540364;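 active = activation above the average of all compounds screened plus 3 SD, cutoff fixed separately per campaign, cut at about 7.5% in these data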;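 note: 0% = DMSO wells and 100% = 10 µM SAHA wells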
PG9 Ab binder: small molecules binding HIV-1 gp120 antibody PG9; AID 624416; hit rate 0.43% among 360,000; inhibition, % at 6.7 µM; TR-FRET gp120-PG9 antibody binding; in the data active = inhibition above about 8.5%
DAX1 inh-1: inhibitors of DAX1 repression of SF-1 activated StAR promoter | HEK293T StAR-luciferase reporter, SF-1/DAX-1 repression relief | inhibition, % at 6.8 µM | hit rate 1.1% among 370,000 | AID 652010;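 active = inhibition above the mean over all tested compounds plus 3 SD, cut at about 3.6% in these data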;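 note: 0% = DAX-1 cells with DMSO and 100% = cells lacking DAX-1 with DMSO; higher inhibition means more luminescence from relief of DAX-1 repression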
ssDAF12 agonist: S. stercoralis DAF-12 activation, primary screen; hit rate 1% among 370,000; AID 652126; activation, % at 6.8 µM; HEK293 ssDAF-12/GRIP1 lit1-tk-luc reporter, luminescence; % of 3 µM dafachronic acid response;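 active = activation above the mean over all tested compounds plus 3 SD, cut at about 0.9% in these data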;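 note: 0% = DMSO-only wells and 100% = 3 µM delta7-dafachronic acid wells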
HGIII-sPLA2 inh: Inhibits HGIII-sPLA2 liposome hydrolysis, primary screen; QFRET BODIPY PC-A2 liposome hydrolysis, fluorescence; inhibition, % at 12.2 µM; AID 743126; hit rate 0.56% among 370,000; Q9NZ20;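 active = inhibition above mean plus 3 SD of compounds lying within the high and low control bounds, cut at about 19% in these data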;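 note: 0% = median of test compound wells and 100% = no enzyme DMSO wells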
DAX1 inh-2: inhibits human nuclear receptor DAX1. P51843. HEK293 Gal4-DAX1 luciferase reporter, luminescence. inhibition, % at 6.75 µM. hit rate 0.99% among 340,000. AID 504766;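 active = inhibition above the mean over all tested compounds plus 3 SD, cut at about 4.2% in these data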;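 note: 0% = DAX1-transfected cells with DMSO and 100% = empty-vector control cells with DMSO; inhibition shows as a rise in luminescence from relieved DAX1 repression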
PLCb3 inh: PLC-beta3 (human) inhibition, primary screen | Q01970 | Purified PLC-beta3, fluorogenic substrate, fluorescence | inhibition, % at 12.2 µM | AID 720704 | hit rate 0.18% among 370,000; in the data active = inhibition above about 11%;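 note: 0% = median of compound wells on plate and 100% = full blocker control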
Target sequence (Q01970 whole entry, looked up): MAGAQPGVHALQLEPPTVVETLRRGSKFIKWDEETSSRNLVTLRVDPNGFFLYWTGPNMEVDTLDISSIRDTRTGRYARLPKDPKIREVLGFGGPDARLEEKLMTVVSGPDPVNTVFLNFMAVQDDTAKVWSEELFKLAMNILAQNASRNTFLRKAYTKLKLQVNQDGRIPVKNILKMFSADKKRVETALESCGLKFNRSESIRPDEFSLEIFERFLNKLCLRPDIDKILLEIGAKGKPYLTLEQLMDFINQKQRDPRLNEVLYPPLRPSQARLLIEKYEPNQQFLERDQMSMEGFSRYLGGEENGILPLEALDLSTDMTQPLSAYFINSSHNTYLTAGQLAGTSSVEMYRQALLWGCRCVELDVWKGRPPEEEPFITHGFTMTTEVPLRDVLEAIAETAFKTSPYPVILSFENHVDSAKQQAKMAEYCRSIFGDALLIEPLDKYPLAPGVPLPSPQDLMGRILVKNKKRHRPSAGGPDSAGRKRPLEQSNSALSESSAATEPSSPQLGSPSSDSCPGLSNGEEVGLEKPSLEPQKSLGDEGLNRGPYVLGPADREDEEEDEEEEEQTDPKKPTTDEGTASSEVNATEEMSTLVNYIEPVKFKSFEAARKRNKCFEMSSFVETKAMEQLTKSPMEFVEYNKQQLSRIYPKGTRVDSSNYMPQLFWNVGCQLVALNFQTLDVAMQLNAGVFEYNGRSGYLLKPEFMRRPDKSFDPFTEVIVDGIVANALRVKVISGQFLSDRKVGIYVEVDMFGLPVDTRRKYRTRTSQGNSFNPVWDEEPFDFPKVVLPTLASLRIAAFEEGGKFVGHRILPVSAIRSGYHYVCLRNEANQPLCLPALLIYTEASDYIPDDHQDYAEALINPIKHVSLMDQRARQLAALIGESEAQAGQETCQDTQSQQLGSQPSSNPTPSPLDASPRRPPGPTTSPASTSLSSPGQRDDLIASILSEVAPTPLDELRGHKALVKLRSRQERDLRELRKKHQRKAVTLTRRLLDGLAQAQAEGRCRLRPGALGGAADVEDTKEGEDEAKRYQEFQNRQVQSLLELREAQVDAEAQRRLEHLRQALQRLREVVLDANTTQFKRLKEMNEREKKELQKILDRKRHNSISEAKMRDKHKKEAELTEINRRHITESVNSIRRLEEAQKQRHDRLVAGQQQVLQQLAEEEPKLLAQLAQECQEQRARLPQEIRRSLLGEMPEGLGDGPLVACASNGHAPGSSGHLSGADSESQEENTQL
Rev-erbA mod: modulates human Rev-erb alpha binding to DNA; activity, % at 10 µM; hit rate 0.79% among 370,000; Rev-erbα–FITC-DNA binding, fluorescence polarization, 90 min; P20393; AID 1259318;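 active = activity above about 14%, limit read from the data; passing the limit was not always enough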;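 note: 0% = DMSO wells with 35 nM protein and 100% = DMSO wells with 750 nM protein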
hcDAF12 agonist: activators of H. contortus DAF-12 nuclear receptor; activation, % at 6.8 µM; HEK293 hcDAF-12 lit1-tk-luc reporter, luminescence; 0% DMSO, 100% Δ7-dafachronic acid; hit rate 1.4% among 370,000; AID 652067;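 active = activation above the mean of all tested compounds plus 3 SD, cut at about 5.5% in these data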;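 note: 100% = response to 3 µM Δ7-dafachronic acid high control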
Active calls of the source: *; i = inactive; nt = no result given.

SMILES	SMARCA2 act	hgDAF12 agonist	FXN GAA850 act	PG9 Ab binder	DAX1 inh-1	ssDAF12 agonist	HGIII-sPLA2 inh	DAX1 inh-2	PLCb3 inh	Rev-erbA mod	hcDAF12 agonist
CC(C(=O)Nc1ccc2c(c1)OCCO2)N(C)CC(=O)Nc1ccccc1Br (stereo unspecified)	-2	1.5	0.1	0.8	-0.8	-0.9	6	-0.2	-4	5	-1.8
COc1ccc(CCN(C)C(=O)C(CCSC)NC(=O)c2ccco2)cc1OC (stereo unspecified)	-1	0.1	0.9	2.3	0.9	-1.1	13	0.5	-3	-6	-0.4
CC(c1ccon1)N(C)C(=O)CCc1nnc(Cc2ccc(-c3ccccc3)cc2)o1 (stereo unspecified)	-1	-0.6	2.1	-0.9	-1.2	-2.0	-8	-1.7	-6	5	-1.8
CCN(CC)c1ccc(CNCc2cccs2)cc1	0	-0.5	-2.0	-0.8	-1.9	-2.4	5	-0.2	0	-3	-2.9
COc1cccc(-c2cnc3c(NC(C)=O)cc(-c4ccc(S(C)(=O)=O)cc4)cn23)c1	-3	-4.8	-1.1	0.7	-3.5	-1.3	4	nt	-140	6	-0.2
Cc1c(C(=O)O)sc(=S)n1-c1ccc(Cl)cc1	-1	-0.2	-0.7	-1.1	0.1	-1.6	7	1.2	-1	2	-0.8
Cc1ccc(S(=O)(=O)N(C)C)cc1NC(=O)CN1c2cccc3cccc(c23)S1(=O)=O	-2	0.9	-1.6	0.7	-2.7	-1.2	8	0.8	-86	1	-0.9
OCCNc1nc2ccccc2n1-c1ccccc1	1	1.1	-0.5	0.2	-0.2	-0.6	-1	0.0	3	1	-0.4
O=C(CCn1cnc2ccccc2c1=O)Nc1ccc(S(=O)(=O)N2CCCC2)cc1	0	-2.1	1.0	2.1	-0.7	-1.5	-10	-0.6	2	2	-2.0
CCc1ccc(CN2CCC(n3nccc3NC(=O)c3ccccc3)CC2)o1	-2	-3.8	-2.6	0.8	0.1	-1.2	-12	0.3	-2	2	-0.5
Cc1cccc(CC(=O)Nc2ccc(C(=O)N3CCCCC3)cc2)c1	-4	2.5	0.8	-1.1	1.9	-0.8	-11	-0.1	-7	-4	-0.6
CCc1cccc(C)c1NC(=O)COC(=O)c1cc([N+](=O)[O-])ccc1N1CCOCC1	-2	-0.4	-1.0	-1.1	0.8	-1.4	7	2.3	-5	6	1.1
CCOc1ccc2nc(NC(=O)CN3CCC(n4nnc5cc(F)ccc54)CC3)sc2c1	0	-1.0	0.8	1.1	-1.8	-1.2	-32	-1.5	-8	6	-2.8
CCOC(=O)[C@]12CCC=C1N(Cc1ccc(Cl)cc1Cl)C(=O)[C@H](CC(=O)NCC13CC4CC(CC(C4)C1)C3)C2	4	-0.1	nt	-1.7	-0.6	-1.1	1	nt	0	2	-0.1
CCn1c(O)c(/C=C2\C=Nc3ccccc32)sc1=Nc1ccc(C)cc1	5	1.3	2.8	-0.6	0.3	-1.9	2	0.4	2	2	-1.4
COc1ccccc1-c1sc2cc3c(cc2c1C#Cc1ccccn1)OCO3	4	2.1	0.7	0.0	-0.4	-1.0	-13	-0.3	-235	2	0.9
COc1ccc(S(=O)(=O)NCCc2cn3nc(C)c(C)nc3n2)cc1F	-2	-0.3	-0.2	-1.1	0.2	-1.1	6	0.7	i	2	1.4
CN(CCC1CCCCO1)C(=O)CCc1nnc(CCCCc2ccccc2)o1 (stereo unspecified)	-3	1.8	0.6	0.2	-0.2	-0.4	12	3.2	2	-1	-2.1
O=C(Nc1ccc2nccnc2c1)c1ccco1	9.4*	9.6	2.1	-0.4	0.7	-0.5	-2	5.5*	-481	6	0.6
COc1ccc(N(CC(=O)NCCSCc2cccc(Cl)c2)S(C)(=O)=O)cc1	-3	-3.6	1.7	-0.8	-0.1	-1.1	2	-1.9	2	3	-1.8
O=c1c2c(O)cc(O)cc2oc2ccc(O)c(O[C@@H]3O[C@H](CO)[C@@H](O)[C@H](O)[C@H]3O[C@H]3O[C@H](CO)[C@@H](O)[C@H](O)[C@H]3O)c12	1	1.1	-1.2	-1.1	0.1	-1.2	-1	2.0	10	-1	0.9
Cc1ccc(N2C(=O)c3cccc4c(N)ccc(c34)C2=O)c2cccnc12	-2	-0.3	-1.4	-0.8	0.8	-1.5	-51	1.8	-138	126*	-0.9
O=C(CN1C(=O)NC(Cc2c[nH]c3ccccc23)C1=O)NC1CCCCC1 (stereo unspecified)	4	-0.6	-0.3	-2.4	0.1	-1.2	-49	0.4	-4	-4	-1.3
CC(C)CNC(=S)NNC(=O)c1ccccc1OC(F)F	3	-1.9	-2.1	-2.9	0.1	-1.6	15	-0.3	3	2	-2.0
COc1ccc(S(=O)(=O)NCC2CCCO2)c(Cl)c1Cl (stereo unspecified)	-3	1.8	2.6	-5.7	0.4	-1.5	1	1.3	-5	-1	-0.6
Cc1c(C)c(C)c(CN2CCCC2)c(C)c1C	-1	1.8	0.6	1.9	1.4	-0.8	3	1.2	-5	3	0.1
CCOC(=O)c1cnc2c(C)c(C)ccc2c1NCCN1CCOCC1	3	1.3	0.0	-2.8	-0.2	-0.5	-6	-1.1	-5	1	-2.1
O=C(COC(=O)/C=C/c1cccc(C(F)(F)F)c1)NC(=O)NCc1ccco1	-1	-1.3	0.1	-0.6	-0.1	-1.5	-19	0.0	-8	3	-0.4
CCC(C(=O)OCC(=O)Nc1ccc(F)cc1)c1ccccc1 (stereo unspecified)	-3	-1.0	0.0	0.6	-0.6	-1.5	3	-0.3	-3	2	-1.5
Cc1ccc(N/C=C(/C#N)c2ccsc2)cc1C	8	15*	1.2	-2.2	2.2	1.5*	-26	3.4	-3	4	7.2*
COc1ccc(C(c2nnnn2Cc2cccs2)N2CCN(c3ccccc3F)CC2)cc1OC (stereo unspecified)	-4	1.2	1.2	0.3	-0.2	-1.4	2	0.7	14*	-1	-1.5
CN(CCCN1CCOCC1)C(=O)c1ccc2nc(Cc3cccc(Cl)c3)oc2c1	-1	1.3	2.7	-0.1	-0.2	-0.6	-8	2.5	-6	0	-1.5
CC(C)CNc1cccc2c1S(=O)(=O)N(Cc1cn(Cc3ccccc3C(F)(F)F)nn1)Cc1ccccc1O2	-3	-3.9	nt	nt	0.1	-0.9	7	nt	-9	-1	-1.4
C=CC[C@@H](CC(=O)N(CCO)Cc1ccccc1)C(=O)N[C@H](COC(=O)[C@@H](CC=C)Cc1ccc(F)cc1)Cc1c[nH]c2ccccc12	-2	-4.3	-12	-0.1	0.1	-1.6	-99	0.9	0	3	-3.2
CCNC(=O)CN1C(=O)NC2(CCCc3cc(OC)ccc32)C1=O (stereo unspecified)	1	-1.7	-2.0	-1.9	-0.3	-1.1	9	-0.1	8	0	-0.9
O=C(c1ccccc1)N1CCN(c2ccc([N+](=O)[O-])c(N3CCOCC3)c2)CC1	1	-1.6	-0.6	1.3	-1.2	-1.3	-4	-0.2	1	2	-0.2
O=C(CCCOc1ccccc1)Nc1nccs1	-2	0.7	0.4	-0.1	-1.0	-0.3	4	-0.7	1	-2	1.4
CCc1c(O)nc(SCC(=O)Nc2ccc(OC)cc2)n(C2CCCCC2)c1=O	-3	1.4	-1.3	0.5	-0.9	-1.7	4	1.4	1	0	1.0
CCNc1nc(NC(C)C)nc(N2CC(=O)N(CC(=O)OCC)C2=N)n1	2	2.8	2.2	-1.0	0.5	-0.9	-8	1.2	-1	-6	-0.9
COc1cc(C#Cc2c(C=O)n(C)c3ccccc23)cc(OC)c1	1	1.4	1.9	-1.4	0.4	-0.4	2	-0.2	-40	-3	6.9*
O=C(Nc1ccccc1)c1ccc2c(c1)OCCCO2	4	15*	4.1	0.1	15*	0.2	4	-1.2	-8	-2	4.2
Cn1c2c(c(=O)n(C)c1=O)C(c1ccccc1OC(F)F)C1=C(CCCC1=O)N2 (stereo unspecified)	0	-1.5	2.2	-1.0	-0.2	-0.9	2	0.6	-465	8	-0.7
COc1cc(NC(=O)CCN2CCN(c3ccccc3OC)CC2)cc(OC)c1	-2	-2.3	-2.4	-1.2	-0.7	-1.2	7	-0.2	1	0	-2.3
COC(=O)c1cc(/C=C/c2ccccc2)[nH]n1	7	7.6	2.4	-2.9	0.8	-1.3	-10	2.1	-8	5	0.9
COc1ccc(C(=O)CSc2nnnn2C)c(OC)c1	1	1.6	0.5	0.2	-0.1	-1.5	2	0.8	3	1	-1.9
COc1cccc(C(=O)NNC(=O)C2CCCO2)c1 (stereo unspecified)	-1	-1.1	-2.7	-1.6	0.1	-0.9	13	-0.4	-2	-2	0.3
CC(=O)Nc1ccccc1Nc1cc(C#N)c(C#N)cc1[N+](=O)[O-]	-4	0.5	0.1	0.2	0.8	-1.2	-1	1.2	0	-1	-0.4
O=C(CCc1nc2ccccc2[nH]c1=O)OCC(=O)c1ccc(Cl)cc1	-4	-3.0	0.5	-1.4	0.5	-2.0	1	0.2	-2	2	0.6
O=C1CC(c2ccc(F)cc2)Cc2nc(N3CCOCC3)ncc21 (stereo unspecified)	-1	-2.3	3.5	-1.5	0.2	-1.4	-5	0.0	-4	0	-1.3
Cc1ccc2nc(-c3ccc(NC(=S)NC(=O)CC(C)C)cc3)sc2c1	0	6.3	3.6	0.8	1.0	-0.1	1	3.4	-2	22*	1.1
CN(C)c1nc2n(c(=S)n1)CCS2	-3	-3.2	-0.6	0.2	0.4	-0.9	8	-0.7	3	2	-1.1
COc1ccc(OC)c(-c2csc(NC(=O)c3ccc(OCC4CCCO4)cc3)n2)c1 (stereo unspecified)	-3	0.9	-0.7	-1.7	-0.7	-0.9	-12	1.3	-8	3	0.0
O=C(/C(N=Nc1cccc(C(F)(F)F)c1)=C(/O)c1cccs1)C(F)(F)F	1	5.5	3.4	-2.7	0.4	-0.3	-13	1.7	-5	-2	2.8
CCOC(=O)CSc1nnnn1-c1cccc2ccccc12	0	-1.1	1.1	0.6	-0.2	-0.8	2	-0.7	1	-2	-0.2
CC(=O)c1cnc(SCC(=O)O)nc1C	-1	2.6	0.8	-0.7	-0.1	-0.9	1	1.7	5	-1	-1.6
CCOC(=O)C1(Cc2ccccc2)CCN(Cc2ccc(C)cc2)CC1	-5	-0.7	nt	nt	-0.1	-1.8	-7	nt	4	0	0.9
O=[N+]([O-])c1ccccc1N/N=C1\CC2CC=CC12 (stereo unspecified)	2	3.1	1.9	0.1	0.6	-0.9	2	3.8	-4	1	3.8
COc1ccc(C(=O)Nc2cc(OC)ccc2OC)cc1	3	3.6	3.0	-2.6	-0.2	-0.3	6	-0.1	2	-6	0.2
CCOC(=O)c1cnc2ccccc2c1Nc1ccc2c(c1)OCCO2	-6	-10	-8.5	-0.2	-2.4	-2.9	-4	-1.7	-10	-1	-5.8
